# Cneo AK release: Cryptococcus neoformans lysis via adenylate kinase release. lysis activity, % at 15 µM. actives 0.2% (n = 360,000). AID 651654. C. neoformans lysis, adenylate kinase release luminescence, 4 h; normalised: neutral wells 0, clomiphene wells 100;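 active = mean lysis activity across replicates of at least 80%, whatever share of replicates individually reach that level; inactive = mean lysis activity below 80%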
#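 Test system: log-phase Cryptococcus neoformans yeast cells. Input: 5 × 10^6 yeast cells/mL. Medium: fresh YPD growth medium. Doses: single dose. Incubation: static 4 h at 37 °C with compound, 1 h detection. Measured by: luminescent adenylate kinase detection reagent. Read-out: signal increase indicating cell lysis. Benchmarks: Clomiphene.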
# PAX8 inh HTS: inhibitors of PAX8 transcriptional activity in RMG-I cells. RMG-I TPO-luciferase reporter, SteadyGlo, 24 h. inhibition, % at 12.6 µM. actives 1.2% (n = 360,000);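 active = mean replicate inhibition at least 60% with every replicate also reaching 60%; inconclusive = only one of the two criteria is met; inactive = mean below 60% and not all replicates reaching 60%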;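 note: luciferase light reporting Pax8 driven TPO promoter activity; plate controls were median of neutral control wells for no effect and mitoxantrone controls for full effect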
# LGR2 inh: blocks bursicon-induced cAMP signaling via Drosophila LGR2. HEK293 LGR2, CRE-luciferase, bursicon-stimulated, 4 h. actives 0.35% (n = 380,000). inhibition, % at 9.99 µM;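 active = drop in luminescence signal, shown as inhibition above about 50% in the replicate tests, limit read from the data, passing the limit was not always enough; inconclusive = probably only some replicates passing the limit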;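 note: agonist challenge used bursicon conditioned medium at about half maximal strength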
# PGC1a acetyl inh: PGC1a acetylation modulation, inhibitor mode; inhibition, % at 15.6 µM; actives 0.17% (n = 350,000); U2OS PGC1a acetylation, AlphaScreen anti-acetyl-lysine; with virally co-expressed GCN5 acetyltransferase;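 active = every replicate shows inhibition of at least 40%; inconclusive = mean inhibition at least 40% but some replicate below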;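 note: 0% = neutral control wells and 100% = positive control wells; some results beyond the cut were filed as inactive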
# ARNT-TACC3 inh: disruptors of human ARNT/TACC3 interaction | inhibition, % at 9.99 µM | AlphaScreen His-ARNT PAS-B/GST-TACC3 binding, luminescence; TACC3 fragment carries E629A point mutation | actives 0.66% (n = 390,000) | Q9Y6A5;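 active = mean inhibition of replicates at least 50% and at least half of replicates each reaching 50%; inconclusive = half or more replicates reach 50% but mean below 50%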;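 note: 0% = complete ARNT plus TACC3 wells and 100% = ARNT alone without TACC3; many hits fall short of the cut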
# C2C12 statin: suppressors of simvastatin-induced myotoxicity in C2C12 myotubes; ATP luminescence, 48 h; scaled: DMSO 0, geranylgeraniol control 100; rescue of ATP level, % at 7.49 µM; actives 0.78% (n = 330,000);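 active = mean ATP rescue above about 67%, or every replicate alone reaching that limit, limit read from the data, passing the limit was not always enough; inconclusive = no clear call, values can overlap the other calls; inactive = mean under the limit and some replicate under it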;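 note: myotubes were challenged with 10 µM simvastatin during compound exposure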
# PglD inh: PglD (C. jejuni) enzyme inhibition; AID 602405; inhibition, % at 12.5 µM; purified PglD enzyme, DTNB colorimetric CoA detection; actives 0.098% (n = 360,000); in the data active = inhibition above about 16%, passing the limit was not always enough; inconclusive = no clear call, values can overlap the other calls; note: strong numbers were not always called active
# INS-1E GSIS act: GLuc luminescence reporter in INS-1E cells, primary screen for activators of glucose-dependent secretion of insulin. actives 0.61% (n = 370,000). activation, % at 16.6 µM. AID 743287. INS-1E GLuc reporter insulin secretion, 2-3 h;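 active = lowest replicate activation of at least 40%, so every replicate reaches that level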;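 note: 0% = median of neutral control wells and 100% = median of IBMX positive control wells; some compounds called inactive have numbers as strong as hits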
# * hit, by the source's call; ? = inconclusive; . = no result given. No enrichment for hits; overall some 2.9% were active at least once.
molecule	Cneo AK release	PAX8 inh HTS	LGR2 inh	PGC1a acetyl inh	ARNT-TACC3 inh	C2C12 statin	PglD inh	INS-1E GSIS act
COc1ccc(S(=O)(=O)N2CCN(CC(O)COc3ccc(CC#N)cc3)CC2)cc1OC (stereo not drawn)	2	16	14	.	5	-1	1	21
C[C@@H]1CCCCO[C@H](CN(C)CC2CCCCC2)[C@H](C)CN([C@@H](C)CO)C(=O)c2cc(NC(=O)Nc3cccc4ccccc34)ccc2O1	-1	29	-10	-14	34	.	8	-10
COc1cccc(CN(C)C[C@@H]2OCc3ccccc3-c3ccccc3C(=O)N([C@@H](C)CO)C[C@@H]2C)c1	51	-9	2	-18	5	.	2	-19
Cc1ccc(C(=O)N/C(=C\c2ccco2)C(=O)NCCN2CCOCC2)cc1	-3	4	2	.	-3	9	1	43
O=C(NN1C(=O)c2ccccc2C1=O)C1CCCCC1	2	.	.	-5	-8	100*	4	.
NS(=O)(=O)c1ccc(-c2ccc(/C=C3\C(=O)Nc4cc(Cl)ccc43)o2)cc1	2	19	2	?	8	17	-4	-8
CCCNC(=O)N1[C@H](CO)[C@@H]2c3ccccc3N(C(=O)Nc3cccc(F)c3)C[C@@H]21	-2	-7	-19	0	-3	9	3	-6
CCOCCn1c(SCCCc2ccccc2)nc2c1c(=O)[nH]c(=O)n2C	6	.	.	-2	13	.	2	.
O=C(C1CCCCC1)N1CC[C@@H]2[C@@H](CO)Nc3ccc(Br)cc3[C@@H]21	64	-29	-7	10	5	0	-3	2
Cc1cccc(C(=O)OCC(=O)N2CCN(C(=O)c3ccco3)CC2)c1O	0	10	-12	-8	-2	4	-1	4
COc1cc2c(cc1OC)CN(S(=O)(=O)c1ccc(Cl)nc1)CC2	-1	-3	5	3	-3	-11	12	7
C[C@@H]1CN([C@@H](C)CO)C(=O)c2cc(NS(C)(=O)=O)ccc2O[C@@H]1CN(C)C	3	-12	-10	6	6	8	-3	6
C=CCc1ccc(OCCCCOc2ccc(C(=O)O)cc2)c(OC)c1	.	-12	8	1	-2	.	.	11
COc1ccc(CNC(=O)CN(C(=O)CCC(=O)Nc2nccs2)c2ccc(C)cc2)cc1	-2	4	0	-14	-8	-2	-1	11
COCCNc1nc(-c2ccc(OC)cc2)c(-c2ccc(OC)cc2)s1	.	12	15	.	30	.	.	-11
C[C@@H]1CCCCO[C@@H](CN(C)C(=O)Nc2ccc3c(c2)OCO3)[C@H](C)CN([C@@H](C)CO)C(=O)c2cc(NC(=O)Cc3ccccc3)ccc2O1	-15	-17	24	-17	10	.	5	-6
O=C(Nc1cc(F)ccc1F)N[C@@H]1CC[C@@H](CC(=O)N2CCc3ccccc3C2)O[C@H]1CO	-13	6	-13	-1	-2	7	3	-11
CCOC(=O)c1cc2n(n1)C(C(F)(F)F)CC(C)N2 (stereo not drawn)	0	.	.	-39	5	-6	-2	.
COCC(=O)Nc1ccc2c(c1)[C@H]1C[C@@H](CC(=O)NCc3ccccc3OC)O[C@@H](CO)[C@H]1O2	17	.	3	-3	-3	1	0	-2
Cc1ccc(S(=O)(=O)N2CC(O)C[C@H]2C(=O)OCC(=O)c2ccccc2)cc1 (stereo partly drawn)	-1	3	-4	3	-3	-8	2	13
Cc1cccc(C)c1NC(=O)CN(C)C(=O)c1ccc(OCc2ccccc2)cc1	2	-12	-23	10	.	5	1	.
O=C(Nc1ccc2c(c1)[C@H]1C[C@@H](CC(=O)N3CCOCC3)O[C@@H](CO)[C@H]1O2)c1ccc2c(c1)OCO2	-49	-3	2	-6	6	5	-1	7
CCCCn1c(N)c(N(Cc2ccccc2OC)C(=O)COc2ccc(C)cc2)c(=O)[nH]c1=O	1	0	12	6	-2	3	0	2
CCc1cc(=O)oc2c(CN3CCN(C)CC3)c(O)c(Cl)cc12	1	.	.	.	15	3	2	.

# Grouped by structure, the entries above containing fluorine
molecule	Cneo AK release	PAX8 inh HTS	LGR2 inh	PGC1a acetyl inh	ARNT-TACC3 inh	C2C12 statin	PglD inh	INS-1E GSIS act
CCCNC(=O)N1[C@H](CO)[C@@H]2c3ccccc3N(C(=O)Nc3cccc(F)c3)C[C@@H]21	-2	-7	-19	0	-3	9	3	-6
O=C(Nc1cc(F)ccc1F)N[C@@H]1CC[C@@H](CC(=O)N2CCc3ccccc3C2)O[C@H]1CO	-13	6	-13	-1	-2	7	3	-11
CCOC(=O)c1cc2n(n1)C(C(F)(F)F)CC(C)N2 (stereo not drawn)	0	.	.	-39	5	-6	-2	.

# Nothing new here: two of the compounds above.
molecule	Cneo AK release	PAX8 inh HTS	LGR2 inh	PGC1a acetyl inh	ARNT-TACC3 inh	C2C12 statin	PglD inh	INS-1E GSIS act
C=CCc1ccc(OCCCCOc2ccc(C(=O)O)cc2)c(OC)c1	.	-12	8	1	-2	.	.	11
COc1ccc(CNC(=O)CN(C(=O)CCC(=O)Nc2nccs2)c2ccc(C)cc2)cc1	-2	4	0	-14	-8	-2	-1	11

# Remaining list, next part.
molecule	Cneo AK release	PAX8 inh HTS	LGR2 inh	PGC1a acetyl inh	ARNT-TACC3 inh	C2C12 statin	PglD inh	INS-1E GSIS act
CCC(CC)C(=O)c1c[nH]c(C(=O)NCc2ccncc2)c1	2	4	11	-7	-2	1	-4	-1
C=CCNC(=O)C1CC(=O)N(c2ccc(OCc3ccc(F)cc3)cc2)C1 (stereo not drawn)	-3	-112	-4	-25	0	-8	0	7
CCN1CCN(C(C(=O)NC2CCCC2)c2ccc(Cl)cc2)CC1 (stereo not drawn)	1	15	7	0	-3	1	0	-8
CC1(CCc2ccccc2)NC(=O)N(CC(=O)N2CCc3ccccc32)C1=O (stereo not drawn)	0	8	-1	2	.	8	-2	-22
COc1ccc(NC(=O)Nc2ccc3c(c2)CC(=O)N([C@@H](C)CO)C[C@@H](C)[C@@H](CN(C)C(=O)Nc2ccc(F)cc2)O3)cc1	0	-12	7	-1	.	4	5	10
CC(=O)c1cccc(NC(=O)CCS(=O)(=O)c2cc3c(cc2C)NC(=O)CO3)c1	1	-7	18	-4	-14	2	-3	11
CNC[C@H]1Oc2ccc(NS(=O)(=O)c3ccc(F)cc3)cc2C(=O)N([C@@H](C)CO)C[C@@H]1C	3	3	-2	-2	.	24	1	6
O=C(C1CCC1)N1CC[C@H]2[C@H](CO)Nc3ccc(C#Cc4cccc(F)c4)cc3[C@H]21	-6	2	-12	0	11	2	-2	-1
CCOC(=O)N1CCC(Nc2c(Nc3cccc(CC)c3)c(=O)c2=O)CC1	9	.	-11	0	14	18	8	-15
c1ccc(CCN2CCN=C2Nc2ccccc2)cc1	13	-2	-6	12	-5	2	0	42*
CCOC(=O)C1(C)CCN1C(=O)c1ccco1 (stereo not drawn)	2	2	-1	-4	.	-5	-14	6
Cc1cc2oc(=O)cc(CN3CCCC3)c2cc1Cl	-1	17	16	-4	.	1	2	-4
CSC1=NC(C(Cl)(Cl)Cl)N=C(c2ccccc2)N1 (stereo not drawn)	.	18	-8	.	1	.	.	1
C[C@@H]1CCCCO[C@@H](CN(C)Cc2ccc(C(=O)O)cc2)[C@@H](C)CN([C@@H](C)CO)C(=O)c2cc(NC(=O)C3CCCCC3)ccc2O1	0	-9	27	1	-3	.	5	6
CO[C@@H]1CN(C)C(=O)c2ccc(NC(=O)C3CCCC3)cc2OC[C@@H](C)N(Cc2cccnc2)C[C@H]1C	-4	7	-3	.	3	-1	9	-9
O=C(Nc1ccccc1O)/C(=C\c1ccccc1)NC(=O)c1ccccc1	.	3	-4	-2	22	.	.	6
COC(=O)CC1=C(C(=O)OC)C(c2ccc3c(c2)OCO3)C(C#N)=C(N)O1 (stereo not drawn)	-7	9	5	-14	2	12	16	12
Cc1ccc(S(=O)(=O)N2CCOCC2)cc1C(=O)Nc1nc2ccccc2[nH]1	.	7	-8	.	9	.	.	-13
COc1cc(OC)nc(S(C)(=O)=O)n1	1	4	-11	4	-3	4	0	6
CCOC(=O)c1c(C)[nH]c(NC(=O)Nc2c(C)n(C)n(-c3ccccc3)c2=O)c1C	-3	.	1	0	3	-16	-1	-2
Cc1ccc(S(=O)(=O)N(CC(=O)Nc2ccccc2C(=O)O)c2ccccc2C)cc1	.	12	5	0	-2	10	.	-10
Cc1cc2c(cc1C)NC(c1c(C)n(C)n(-c3ccccc3)c1=O)C1=C(CC(C)(C)CC1=O)N2 (stereo not drawn)	2	-68	.	-13	-3	.	-3	.
CC(Nc1ncnc2nc[nH]c12)c1ccccc1 (stereo not drawn)	0	1	-10	11	1	-1	0	-2
C/C=C/c1ccc([C@H]2[C@H](CO)N(C(C)=O)[C@H]2CN(C)C(=O)c2ccccn2)cc1	-4	-4	-21	-2	-5	-8	-1	8

# In another format: results already given.
CCOC(=O)c1c(C)[nH]c(NC(=O)Nc2c(C)n(C)n(-c3ccccc3)c2=O)c1C
  Cneo AK release = -3
  PAX8 inh HTS = .
  LGR2 inh = 1
  PGC1a acetyl inh = 0
  ARNT-TACC3 inh = 3
  C2C12 statin = -16
  PglD inh = -1
  INS-1E GSIS act = -2

Cc1cc2c(cc1C)NC(c1c(C)n(C)n(-c3ccccc3)c1=O)C1=C(CC(C)(C)CC1=O)N2 (stereo not drawn)
  Cneo AK release = 2
  PAX8 inh HTS = -68
  LGR2 inh = .
  PGC1a acetyl inh = -13
  ARNT-TACC3 inh = -3
  C2C12 statin = .
  PglD inh = -3
  INS-1E GSIS act = .

O=C(Nc1ccccc1O)/C(=C\c1ccccc1)NC(=O)c1ccccc1
  Cneo AK release = .
  PAX8 inh HTS = 3
  LGR2 inh = -4
  PGC1a acetyl inh = -2
  ARNT-TACC3 inh = 22
  C2C12 statin = .
  PglD inh = .
  INS-1E GSIS act = 6

# (next part)
molecule	Cneo AK release	PAX8 inh HTS	LGR2 inh	PGC1a acetyl inh	ARNT-TACC3 inh	C2C12 statin	PglD inh	INS-1E GSIS act
CC(C)CCC1(CCNC(=O)c2cccs2)CCOC(C)(C)C1 (stereo not drawn)	.	-39	-1	-12	4	.	.	-37
CCN=C1SC(C(=O)Nc2cccc(C)c2)CC(=O)N1CC (stereo not drawn)	1	14	.	-2	.	-12	0	.
OC[C@H]1OC(O)[C@@H](O)[C@@H](O)[C@@H]1O (stereo partly drawn)	-1	7	-11	-4	-6	8	4	9
CNC(=O)c1ccc(-n2nc(C)cc2-c2ccccc2)cc1	1	14	.	4	-5	4	2	.
COc1ccc(CNC(=O)CN(C)S(=O)(=O)c2ccc3c(c2)OCCO3)cc1OC	.	-3	1	3	.	1	.	10
Nc1ccc(OCCCc2c(N)nc(N)nc2N)cc1	5	-6	2	-4	3	-6	-2	6
Cc1ccc(OCc2csc(N)n2)cc1	.	-136	-26	0	2	.	.	-13
Cc1sc2nc(SCC(=O)Nc3ccc(S(N)(=O)=O)cc3)[nH]c(=O)c2c1C	-1	10	4	3	-6	.	6	2
CCOC(=O)C1Oc2ccccc2C(c2ccoc2)=C1C(=O)OC (stereo not drawn)	0	.	.	-9	3	-5	0	.
CCOC(=O)Nc1ccc2c(c1)N(C(=O)CCN(CC)CC)c1ccccc1S2=O (stereo not drawn)	3	109*	36	-13	-2	-36	-3	75
OC(c1ccccc1)C(O)c1ccccc1 (stereo not drawn)	27	3	19	2	.	.	6	-7
O=C(Nc1ccsc1C(=O)O)c1ccccc1	3	-2	-22	5	8	7	-1	4
COCCCNC(=O)CCCOc1ccccc1	-1	.	0	4	-6	-15	4	6

# From PubChem
